EPAC1 agonist: agonists of human EPAC1; EPAC1 agonist qHTS, biochemical assay; response scale: 100% = response to 6.5 mM cAMP; Potency, µM (series often up to 154 µM), for inactives: at the highest dose activation, hits mostly activators; 0.073% of 360,000 active; note: potency is the fitted concentration of half-maximal effect; nearly all actives have a fitted effect of over 60% in size
Target sequence (O95398 whole entry, looked up): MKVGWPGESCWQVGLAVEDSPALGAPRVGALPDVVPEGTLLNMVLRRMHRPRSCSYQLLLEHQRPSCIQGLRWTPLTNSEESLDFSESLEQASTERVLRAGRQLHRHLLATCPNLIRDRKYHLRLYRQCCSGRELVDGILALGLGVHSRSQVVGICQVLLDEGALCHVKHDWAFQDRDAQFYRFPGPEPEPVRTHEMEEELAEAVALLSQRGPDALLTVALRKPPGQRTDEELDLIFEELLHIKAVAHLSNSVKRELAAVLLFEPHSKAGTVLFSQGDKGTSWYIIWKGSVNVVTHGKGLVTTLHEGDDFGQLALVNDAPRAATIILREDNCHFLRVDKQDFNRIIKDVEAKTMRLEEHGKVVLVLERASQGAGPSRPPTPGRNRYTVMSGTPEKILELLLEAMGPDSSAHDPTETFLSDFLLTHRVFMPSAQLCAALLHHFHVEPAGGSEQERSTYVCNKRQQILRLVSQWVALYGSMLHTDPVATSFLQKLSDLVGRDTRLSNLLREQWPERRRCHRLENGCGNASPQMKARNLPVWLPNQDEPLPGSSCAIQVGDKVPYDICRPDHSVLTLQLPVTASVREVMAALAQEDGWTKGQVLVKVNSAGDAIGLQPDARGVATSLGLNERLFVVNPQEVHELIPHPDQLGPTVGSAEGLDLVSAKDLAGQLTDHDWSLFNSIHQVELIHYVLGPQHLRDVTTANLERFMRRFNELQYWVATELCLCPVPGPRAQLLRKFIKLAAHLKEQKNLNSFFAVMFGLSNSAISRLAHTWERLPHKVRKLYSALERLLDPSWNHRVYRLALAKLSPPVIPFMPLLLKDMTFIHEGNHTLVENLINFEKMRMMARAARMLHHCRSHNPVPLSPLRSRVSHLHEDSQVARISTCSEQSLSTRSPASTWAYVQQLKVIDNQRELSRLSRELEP
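Fluorescent GDP-exchange assay: 100 nM EPAC1 with 250 nM Rap1B preloaded with BODIPY-GDP and 50 uM GDP; compounds tested as concentration series, 5 min at room temperature, then read every 5 min for 30 min (ex 480/em 540 nm); normalized to 6.5 mM cAMP.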
FUS yeast rescue: suppressors of FUS proteinopathy in yeast; 0.24% of 390,000 active; Potency, µM (highest dose often 76.6 µM), for inactives: at the top dose growth rescue (activation), actives largely listed as activators; AID 1347120; S. cerevisiae FUS-expressing, growth rescue, OD600, 24 h;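 note: potency is the fitted concentration of half-maximal effect; plate controls were DMSO vehicle for no effect and reference control for full effect; nearly all actives have a fitted effect of over 55% in size; some results filed as inactive show a strong effect at the top dose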
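Absorbance at 600 nm, taken 24hr after compound addition, measured rescue of FUS-yeast growth at 30C. Induction used 2% galactose with seeding at OD 0.005. Controls: CP55940 from 92uM final, DMSO only.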
EPAC1 antagonist: antagonists of human EPAC1; O95398; EPAC1 GEF assay, Rap1b-BODIPY-GDP exchange fluorescence; Potency, µM (top dose mostly 115 µM), for the others: at the top dose activity change, negative = inhibition, hits mostly inhibitors; 0.14% of 360,000 active; AID 720709;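 note: potency is the fitted concentration of half-maximal effect; plate controls were vehicle for no effect and positive control for full effect; nearly all actives have a fitted effect of over 50% in size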
PLK1 PBD block: PLK1 (human) polo-box domain binding inhibition. P53350. Plk1 PBD binding of FITC phosphopeptide, fluorescence polarization. Potency, µM, for the others: max response, negative = inhibition, usual class: inhibitors. 2.8% of 360,000 active. AID 720504; note: potency is the fitted concentration of half-maximal effect; series mostly up to about 57 µM; % is set by controls: 0 for no effect and ±100 for the full control effect; nearly all actives have a fitted effect of over 65% in size
IL-2 act: activators of IL-2; activation, % (series mostly up to about 46 µM); AID 652025; 0.065% of 360,000 active; IL-2 activation reporter assay, cell-based qHTS; stimulated with anti-CD3/CD4/CD28 beads; in transgenic mouse T cells; in the data active = activation above about 50%; inconclusive = mostly about 30% to 49%; note: 0% is about no effect
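Unstimulated transgenic mouse T cells; 60-min compound exposure; bead-based TCR/CD4/CD28 stimulation; 18 h culture, 37 degrees C; dual fluorescence (EGFP, DsRed) plate cytometry.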
Abeta yeast res: A-beta toxicity reversal in yeast; AID 1347071; yeast expressing A-beta42, growth rescue, OD600, 48 h; response scale: 0% DMSO, 100% iron-clioquinol control; 0.063% of 410,000 active; Potency, µM (titrated, usually from 46.1 µM), for the others: at the top dose growth rescue, usual class: activators; note: potency is the fitted concentration of half-maximal effect; nearly all actives have a fitted effect of over 55% in size
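Growth rescue measured by 600 nm absorbance after 48 h yeast culture at 30 C with compound. Values normalized between DMSO and an equimolar ferric chloride plus clioquinol control.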
WRN helicase inh: blocks human WRN helicase. Q14191. WRN helicase unwinding, fluorescent forked duplex, kinetic. Potency, µM (highest dose often 114 µM), without a hit: top-dose activity change, negative = inhibition, actives largely listed as inhibitors. 0.46% of 360,000 active; note: potency is the fitted concentration of half-maximal effect; % is set by controls: 0 for no effect and ±100 for the full control effect; nearly all actives have a fitted effect of over 55% in size
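WRN at 20 nM final preincubated with compound 15 min at room temperature; reaction started with 100 nM fluorophore/quencher forked duplex oligonucleotide and 2 mM ATP final. Unwinding followed kinetically by red fluorescence (ex 525, em 598 nm).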
PI5P4K alpha inh: inhibitors of human PI5P4K alpha | P48426 | PI5P4Kalpha enzyme, ADP-Glo luminescence, 60 min; stronger effect = lower value | max response, % | 1.2% of 330,000 active; active = max response of -50% or lower; inconclusive = between -30% and -50%; inactive = -30% or higher; note: value at the top dose of about 77 µM; % is set by controls: 0 for no effect and ±100 for the full control effect
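ADP-Glo luminescence end-point after a 60 min room-temperature kinase reaction. PI5P4Kalpha and substrate in HEPES pH 7.4 buffer with EGTA, 0.1% CHAPS and 5% DMSO; ATP at 5 microM final.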
Starred values were filed as active, the others as inactive; ? = inconclusive; / = not tested or not shown; [ ] = remark or other dose. Unless noted, calls come from the whole dose curve; as a rule, active = well fitted curve in the direction sought with a large enough effect; inconclusive = small, poorly fitted or top-dose-only effect, or another doubt; inactive = no such curve, though single readings can be large; an effect the other way counts as inactive or inconclusive.

The first 5 records, to show the layout:
SMILES	EPAC1 agonist	FUS yeast rescue	EPAC1 antagonist	PLK1 PBD block	IL-2 act	Abeta yeast res	WRN helicase inh	PI5P4K alpha inh
COc1ccc(Cl)c2c1[nH]c1nc(SCc3cccnc3)nnc12	-1.1%	-23.8%	-2.8%	-11.0%	0.1	-2.4%	-4.3%	-4.7
COc1cc(S(=O)(=O)N2CCCCC2)ccc1NC(=O)c1ccccc1Cl	9.9%	?	2.1%	-12.7%	-2.1	9.0%	-6.5%	/
C=CC(C)n1c(Br)nc2c1c(=O)[nH]c(=O)n2C (stereo unspecified)	-1.9%	/	10.4%	-0.5%	1.9	4.1%	-0.4%	-4.1
CCCNC(=O)Nc1cc(OC)c(OC)cc1Cc1nccc2cc(OC)c(OC)cc12	-0.1%	0.1%	-7.3%	-13.5%	-4.0	-3.9%	3.0%	1.2
c1cncc(CSc2ccc(-c3ccc4c(c3)OCO4)nn2)c1	2.8%	14.0%	-22.4%	-12.5%	-0.3	10.9%	-5.7%[57.1 µM]	-0.7

The whole of this part, previewed entries included:
SMILES	EPAC1 agonist	FUS yeast rescue	EPAC1 antagonist	PLK1 PBD block	IL-2 act	Abeta yeast res	WRN helicase inh	PI5P4K alpha inh
COc1ccc(Cl)c2c1[nH]c1nc(SCc3cccnc3)nnc12	-1.1%	-23.8%	-2.8%	-11.0%	0.1	-2.4%	-4.3%	-4.7
COc1cc(S(=O)(=O)N2CCCCC2)ccc1NC(=O)c1ccccc1Cl	9.9%	?	2.1%	-12.7%	-2.1	9.0%	-6.5%	/
C=CC(C)n1c(Br)nc2c1c(=O)[nH]c(=O)n2C (stereo unspecified)	-1.9%	/	10.4%	-0.5%	1.9	4.1%	-0.4%	-4.1
CCCNC(=O)Nc1cc(OC)c(OC)cc1Cc1nccc2cc(OC)c(OC)cc12	-0.1%	0.1%	-7.3%	-13.5%	-4.0	-3.9%	3.0%	1.2
c1cncc(CSc2ccc(-c3ccc4c(c3)OCO4)nn2)c1	2.8%	14.0%	-22.4%	-12.5%	-0.3	10.9%	-5.7%[57.1 µM]	-0.7
COc1cc(C2C3=C(COC3=O)Oc3cc4c(cc32)OCO4)cc(OC)c1O (stereo unspecified)	3.4%	/	-3.0%	-6.5%	0.0	-14.1%	8.5%	0.9
CC(C)N1C(=O)C(=O)N(CC(=O)N(C)c2ccccc2)C1=O	20.2%	-19.7%	6.9%	-2.6%	1.7	9.4%	-2.6%	-2.2
Cc1ccc(CS(=O)(=O)c2ccc(C(=O)N3CCCCC3)cc2[N+](=O)[O-])cc1	-2.7%	10.0%	2.0%	-11.3%	-0.3	-9.0%	-5.5%	-2.7
C/C(=N\NC(N)=O)C1CC(Cc2ccccc2)C(=O)O1 (stereo unspecified)	2.5%	-21.5%	-14.0%	-3.0%	0.1	2.7%	-12.7%	-0.6
Cn1c(CO)cnc1S(=O)(=O)Cc1ccc([N+](=O)[O-])cc1	2.2%	-11.1%	-6.0%	-8.5%	-1.8	0.9%	-1.1%	-5.1
Cc1c(NC(=O)COC(=O)/C=C/c2cccc(Br)c2)c(=O)n(-c2ccccc2)n1C	-2.0%	1.6%	2.3%	1.8%	-0.6	-10.6%	10.1%	-5.0
CC(C)NC(=O)N(C)C[C@H]1Oc2c(NC(=O)C3CCCCC3)cccc2C(=O)N([C@H](C)CO)C[C@@H]1C	-6.9%	-15.2%	1.5%	1.6%	1.3	-2.1%	-3.2%	-0.4
CN(C(=O)c1ccc(NC(=O)Cc2ccc(NC(=O)C3CCCN(C(=O)c4ccccc4)C3)cc2)cc1)C1CCCC1 (stereo unspecified)	7.2%	?	-10.5%	-8.7%	3.1	3.2%	-7.6%	1.2
O=C(Nc1cccnc1)C1CCC(CNS(=O)(=O)c2cccc3nsnc23)CC1 (stereo unspecified)	0.3%	15.9%	-19.6%	-5.9%	-2.3	-8.4%	-6.5%	-3.6
O=C(CCc1ccccc1)Nc1ccc(N2CCCCC2)cc1	-0.2%	/	11.0%	-4.0%	0.2	1.8%	2.3%	-1.2
Cc1noc(/C=C/N(C)C)c1S(=O)(=O)N(C)CC(=O)NC1CCCCC1	-6.6%	/	5.8%	0.2%	1.5	4.3%	1.5%	-3.7
CC1CCCCN1C(=O)N[C@@H](Cc1ccccc1)C(=O)O (stereo partly specified)	6.7%	21.4%	16.8%	-3.5%	-3.2	-4.3%	6.3%	/
CCOC(=O)CN1CCC(c2cc(-c3ccc(Cl)cc3)n[nH]2)CC1	-11.0%	-19.9%	1.9%	0.3%	8.3	-2.6%	-4.8%	1.2
COc1ccc(NC(=O)/C(=C\c2ccc(OS(=O)(=O)c3ccc(C)cc3)cc2)NC(=O)c2ccccc2)cc1	-5.7%	4.7%	2.1%	3.0%	0.1	8.2%	3.8%	-3.7
Cc1ccccc1N1C(=O)c2ccccc2NC1c1ccncc1 (stereo unspecified)	-7.9%	-10.0%	12.1%	-0.8%	-0.1	7.1%	1.1%	-6.6
Cc1cc(-c2nnc(-c3ccccc3)c(-c3ccccc3)n2)c(C)o1	7.0%	?	0.0%	-21.4%	1.3	-0.2%	-14.3%	/
S=c1[nH]ncn1NCc1cccc(Br)c1	7.0%	-4.0%	7.3%	-28.7%	-5.2	16.9%	2.1%	-2.9
COc1ccccc1N(C)S(=O)(=O)c1ccc(C(=O)NC2CCCCCC2)cc1	6.6%	41.7%	-11.0%	-1.8%	1.4	-14.0%	-5.6%	10.4
O=C(NC(=S)NCCC1=CCCCC1)c1ccccc1Br	2.4%	25.7%	-21.0%	?	-1.3	?	-18.0%	-53.8*
Cc1cc(=O)oc(C)c1C(=O)NC1CCCCCCC1	-0.4%	11.3%	-2.3%	-5.6%	7.0	-12.6%	-2.1%	1.4
Later entries
SMILES	EPAC1 agonist	FUS yeast rescue	EPAC1 antagonist	PLK1 PBD block	IL-2 act	Abeta yeast res	WRN helicase inh	PI5P4K alpha inh
CC(=O)Oc1ccc(N(C(C)=O)S(=O)(=O)c2ccc(C)c([N+](=O)[O-])c2)cc1	-15.2%	/	-4.4%	-2.1%	-2.0	6.2%	-9.9%	?
OC(CC#CCN1CCCCC1)(c1ccccc1)c1ccccc1	-8.9%	8.5%	-2.5%	-8.5%	0.0	-3.5%	-23.0%	4.1
Cn1c(C(=O)N[C@@H](Cc2ccccc2)C(=O)O)cc2cc(Cl)ccc21	5.1%	14.2%	-4.6%	3.4%	-0.2	-2.3%	-14.7%	2.1
Cc1ccccc1OCCC(=O)Nc1cccc(S(=O)(=O)Nc2ccccc2Cl)c1	0.2%	/	-17.1%	-6.1%	0.6	0.0%	-22.4%	12.6
Cc1ccc(C(=O)CSc2nc(C)cc(C)c2C(N)=O)cc1	-2.4%	-0.4%	0.5%	-3.1%	0.1	6.7%	-12.6%	/
COc1ccc(CNC(=O)CC23CC4CC(CC(C4)C2)C3)cc1OC	13.4%	10.1%	5.9%	-8.2%	-2.7	3.7%	2.8%	0.0
O=C(CN(Cc1ccccc1)C(=O)CSc1nnc(COc2ccccc2)o1)NC1CCCC1	-2.2%	-3.5%	4.7%	?	-2.1	23.0%	-4.7%	6.2
c1ccc(CN2CN=C(Nc3nc4ccccc4s3)NC2)cc1	7.4%	7.6%	-3.2%	-1.9%	-2.5	-14.5%	-11.3%	0.3
CCOC(=O)C1=NN(c2ccc(Cl)cc2)C(c2ccccc2)CC1=O (stereo unspecified)	1.8%	23.4%	-0.2%	-4.9%	-2.5	12.6%	-8.8%	2.4
COc1ccccc1NC(=O)N1CCCC(c2nc3c(nnn3Cc3ccc(C)cc3)c(=O)[nH]2)C1 (stereo unspecified)	2.3%	-8.4%	3.4%	-3.3%	-0.5	6.3%	-5.1%	/
COc1cc2c(c3ccccc13)CCCC2=O	-3.1%	/	0.9%	-0.1%	0.8	-31.8%[inhibitor]	0.0%	6.7
O=C(CN(C(=O)CNC(=O)c1ccco1)c1ccc2c(c1)OCO2)NC1CCCCC1	1.8%	-1.8%	7.8%	-1.0%	-3.7	-20.5%	-1.2%	-0.4
CCCN1C(=O)C(=O)c2cc(Cl)ccc21	-14.4%	-14.0%	7.7%	-6.6%	-0.3	-60.3%[inhibitor]	-4.0%	1.3
CCC(=O)N(Cc1cc(=O)[nH]c2ccccc12)c1cccc(C)c1	-9.6%	15.1%	4.9%	-0.8%	0.6	20.7%	2.9%	?
CC(C)(C)CN1CCNC(=O)C1CC(=O)NCCc1ccccc1C(F)(F)F (stereo unspecified)	-9.8%	8.4%	-4.4%	-15.9%	0.1	19.3%	-5.3%	-1.5
Cc1c(Nc2cc(Cl)c3nonc3c2[N+](=O)[O-])c(=O)n(-c2ccccc2)n1C	-12.8%	0.4%	-20.5%	1.19µM*	-0.7	-15.4%	-10.2%[57.1 µM]	0.8
CCOC(=O)N1CCN(c2ncnc3c2cnn3-c2ccc(OC)cc2)CC1	1.5%	?	5.5%	-2.4%	0.8	-10.0%	-8.0%	/
CCCn1nnc(NCc2ccc(OCc3cccs3)c(OC)c2)n1	12.2%	25.3%	-1.8%	-4.0%	-1.6	-1.7%	-2.6%	/
COc1ccc(CNC(=O)[C@@H](NC(=O)C2CCN(S(=O)(=O)c3ccccc3)CC2)C(C)C)cc1	0.7%	9.5%	-17.2%	-6.8%	2.1	13.2%	4.6%	-1.1
O=C(O)c1ccccc1C(=O)Nc1ccc(S(=O)(=O)Nc2ccc(F)cc2)cc1	-0.8%	-26.7%	9.6%	0.3%	-0.8	-8.4%	-1.8%	-2.6
Cc1ccc(C(=O)NC2CCN(CCCC(=O)c3ccc(F)cc3)CC2)cc1	-8.8%	3.4%	-21.7%	13.2%	-0.9	17.0%	2.7%	-3.6
C=CCSc1nncn1/N=C/c1ccc(OC)cc1	1.4%	25.0%	10.8%	-5.4%	-0.7	-1.8%	-8.3%	/
Cc1cc(C(=O)Nc2ccc(F)cc2C)cs1	-2.8%	-9.0%	5.3%	-0.9%	3.4	11.4%	9.4%	1.4
O=C(CNCc1ccccc1)Nc1cccc(Cl)c1Cl	-9.6%	12.9%	-24.1%	-10.7%	-1.4	-5.6%	-4.7%	4.7
CCn1c(=S)[nH]c2cc(S(=O)(=O)N3CCOCC3)ccc21	9.8%	-6.8%	-2.3%	29.9µM*	-0.2	5.9%	-9.6%	2.1
CCOC(=O)[C@]12CCCC=C1N(Cc1ccc3c(c1)OCO3)C(=O)[C@H](CC(=O)NCC1CCCCC1)C2	-3.0%	?	-10.2%	8.2%	-0.4	8.9%	-1.2%	2.5
CCOC(=O)N1C(=O)NC(=O)C1c1ccccc1 (stereo unspecified)	-9.0%	/	-14.6%	-7.4%	-3.1	0.0%	1.4%	2.5

Compound activity deposited in PubChem by National Center for Advancing Translational Sciences (NCATS).
